Bioassay records: PubChem BioAssay, several laboratories
MOR-DOR ag – agonists of human mu-delta opioid receptor heterodimerization; cells, OPRM1-OPRD1 heterodimerization, luminescence; activation, % at 9.3 µM; 340,000 tested, 0.3% active; AID 504326; in the data active = activation above about 18%;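 note: 0% = vehicle-treated cells and 100% = reference agonist; values of inactives mirror those of a sister screen read the other way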
Target sequence (P35372 whole entry, looked up): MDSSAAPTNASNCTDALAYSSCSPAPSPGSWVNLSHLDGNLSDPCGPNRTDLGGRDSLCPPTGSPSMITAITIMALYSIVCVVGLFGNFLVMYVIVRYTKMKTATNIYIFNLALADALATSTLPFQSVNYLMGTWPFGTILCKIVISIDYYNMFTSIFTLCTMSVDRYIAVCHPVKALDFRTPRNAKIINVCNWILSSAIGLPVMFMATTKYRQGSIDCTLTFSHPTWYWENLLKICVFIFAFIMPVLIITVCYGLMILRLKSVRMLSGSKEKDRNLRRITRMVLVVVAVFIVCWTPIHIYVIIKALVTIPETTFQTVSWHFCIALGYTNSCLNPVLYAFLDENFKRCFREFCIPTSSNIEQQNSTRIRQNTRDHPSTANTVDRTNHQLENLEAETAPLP
Target sequence (P41143 whole entry, looked up): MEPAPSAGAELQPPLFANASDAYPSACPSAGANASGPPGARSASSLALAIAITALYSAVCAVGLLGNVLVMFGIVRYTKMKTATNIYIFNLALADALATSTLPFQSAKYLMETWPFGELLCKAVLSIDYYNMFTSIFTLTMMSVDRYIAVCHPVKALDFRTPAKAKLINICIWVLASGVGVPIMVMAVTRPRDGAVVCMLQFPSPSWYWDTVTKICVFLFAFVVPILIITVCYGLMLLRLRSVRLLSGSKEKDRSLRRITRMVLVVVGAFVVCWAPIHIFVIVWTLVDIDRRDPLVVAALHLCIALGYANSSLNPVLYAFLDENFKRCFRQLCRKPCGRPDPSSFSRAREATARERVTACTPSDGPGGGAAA
Pemphigus Ab inh – human desmoglein-3 autoantibody binding inhibition; P32926; DSG3-coupled beads, scFv-anti-DSG3-GFP binding, flow cytometry; active compounds read low; binding (percent of control), % at 10 µM; 310,000 tested, 0.48% active;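 active = binding more than 3 SD below its plate's average and above zero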;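 note: hits lower antibody fragment binding to DSG3; some compounds called inactive have numbers as strong as hits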
PfHsp90 yeast 2 – inhibits growth of yeast expressing Plasmodium falciparum Hsp90. S. cerevisiae expressing PfHsp90, BacTiter-Glo ATP, 48 h; yeast lacking PDR1 and PDR3 efflux regulators. 310,000 tested, 0.32% active. inhibition, % at 9.4 µM;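 active = every replicate shows inhibition above about 80%, whatever the replicate mean, limit read from the data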;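 note: 0% = DMSO neutral controls and 100% = 20 µM radicicol positive controls; yeast relying on Plasmodium falciparum Hsp90 in place of its own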
PKA-R1A activ – activators of PKA-R1A complex. P00514+P68181. 340,000 tested, 0.083% active. activation, % at 11.4 µM. PKA-R1A dissociation, Cy5-IP20 fluorescence polarization; scaled: DMSO 0%, 113 µM cGMP 100%;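 active = percent activation above the mean of all tested compounds plus 3 SD, cut at about 19% in these data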;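 note: higher means more PKAc released from R1A so a rise in polarization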
Ecoli viability – counter-screen for AddAB inhibitors: E. coli growth inhibition; 330,000 tested, 0.27% active; inhibition, % at 11.9 µM; AID 449728; E. coli V3065 growth, OD600 absorbance, 18 h;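 active = inhibition above the campaign's mean inhibition across all tested compounds plus 3 SD, cut at about 9.9% in these data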;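 note: uninfected addAB+ strain grown without phage in ampicillin broth; 0% = DMSO wells and 100% = ciprofloxacin 0.95 µg/ml wells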
OPRM1-OPRD1 inv – inverse agonist of human OPRM1-OPRD1 heterodimerization; cell-based MOR-DOR heterodimer luminescence, inverse agonism; 340,000 tested, 0.21% active; inhibition, % at 9.3 µM; P35372+P41143; AID 504357; in the data active = inhibition above about 22%, passing the limit was not always enough;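 note: 0% = cells with DMSO and 100% = wells without cells with DMSO; values of inactives mirror those of a sister screen read the other way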
AddAB inh – less growth of phage-infected E. coli with AddAB | AID 435030 | inhibition, % at 11.9 µM | 330,000 tested, 0.29% active | E. coli expressing H. pylori AddAB, absorbance growth; in the data active = inhibition above about 12%;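 note: 0% = vehicle wells of infected cells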
HTR5A inv ag – inverse agonist of human HTR5A in OPRM1-OPRD1 counter-screen; 340,000 tested, 0.083% active; P47898; AID 504634; HTR5A cell line, luminescence, inverse agonism; inhibition, % at 9.3 µM; in the data active = inhibition mostly above about 23%, no sharp cut-off; inactive = mostly below about 18%;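 note: 0% = cells with DMSO and 100% = no-cell wells with DMSO; some compounds called inactive have numbers as strong as hits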
HTR5A ag – counter-screen for OPRM1-OPRD1 agonists: human HTR5A agonism | P47898 | HTR5A agonist assay, luminescence, cell-based | activation, % at 9.3 µM | 340,000 tested, 0.61% active; in the data active = activation mostly above about 9.5%, no sharp cut-off; inactive = mostly below about 7.6%;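 note: 0% = cells with vehicle only and 100% = reference agonist; strong numbers were not always called active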
Mot1-301 SUMO – blocks SUMOylation pathway, rescuing yeast Mot1-301 growth; S. cerevisiae Mot1-301 growth rescue, ATP luminescence, 38.5C; percent above DMSO median, 100 means doubled; growth rescue, % at 18.8 µM; 320,000 tested, 1% active; AID 2716;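 active = every valid replicate shows activation above 250% relative to neutral control wells; inactive = the rest, any valid replicate at or below 250%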;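 note: OY570 slx delta 5 strain wells were the positive control but not used for scaling; some compounds called inactive have numbers as strong as hits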
phage Ecoli inh – E. coli growth loss with phage present. 360,000 tested, 0.26% active. inhibition, % at 11.9 µM. growth absorbance; in the data active = inhibition above about 11%
Active calls of the source: *; / = no result given. An unsorted share of the library; about 3.2% have a hit in one of these screens.

[1] COc1ccc(C(=O)CSc2ccc(-c3ccco3)nn2)cc1
[2] CCCc1c(O)nc(SCC(=O)N2CCCCC2)[nH]c1=O
[3] O=C(c1cn(CC(=O)N2CCCC2)c2ccccc12)C1CCCCC1
[4] Cn1c(SCC(=O)N2CCN(S(=O)(=O)c3ccccc3)CC2)nc2ccccc21
[5] CCOC(=O)C(CC)n1cnc2c(cnn2-c2ccc(Cl)cc2)c1=O (configuration not stated)
Assay by compound	1	2	3	4	5
MOR-DOR ag	-0.3	-2.8	-2.6	-1.0	-1.5
Pemphigus Ab inh	108	110	104	101	103
PfHsp90 yeast 2	-23	-10	6	20	-10
PKA-R1A activ	2	-9	-10	12	2
Ecoli viability	-1.6	-1.6	-0.6	-1.4	1.7
OPRM1-OPRD1 inv	2	14	16	5	9
AddAB inh	-1.5	4.2	0.7	2.0	-5.3
HTR5A inv ag	-13	2	10	20	2
HTR5A ag	3	0	5	6	-1
Mot1-301 SUMO	300	4	-6	8	-8
phage Ecoli inh	3.9	-0.2	1.3	/	0.3

[6] O=C(CCCCCN1C(=O)CCC1=O)Nc1ncn[nH]1
[7] CCOC(=O)C1CCCN(C(=O)/C(=C/c2ccco2)NC(=O)c2ccccc2)C1 (configuration not stated)
[8] COc1ccc(/C=C/C(=O)N[C@@H](C)C(=O)O)cc1
[9] Cc1cccn2c(=O)c(C=Nc3ccccc3)c(NCCO)nc12
[10] Nc1ccc(-n2c(N)c(C(=O)NCc3ccc4c(c3)OCO4)c3nc4ccccc4nc32)cc1
Assay by compound	6	7	8	9	10
MOR-DOR ag	-3.2	1.1	-1.4	0.8	4.8
Pemphigus Ab inh	107	114	108	99	77
PfHsp90 yeast 2	-19	30	/	3	2
PKA-R1A activ	0	0	-10	-8	-9
Ecoli viability	-3.6	-2.7	-0.2	0.9	-1.6
OPRM1-OPRD1 inv	14	-9	7	-5	-26
AddAB inh	0.7	-2.9	2.9	1.1	-0.7
HTR5A inv ag	-9	6	-9	12	-7
HTR5A ag	1	1	0	-5	7
Mot1-301 SUMO	56	-22	-14	8	14
phage Ecoli inh	0.4	1.1	2.2	2.4	1.1

[11] CCOc1ccc(C(=O)N2CCC3(CC2)NCCc2[nH]cnc23)cc1OCC
[12] O=C(c1cc([N+](=O)[O-])ccc1N1CCOCC1)N1CCN(c2ccc([N+](=O)[O-])cc2)CC1
[13] O=[N+]([O-])c1ccc(N2CCN(Cc3ccncc3)CC2)cc1
[14] CC(=O)c1ccc(S(=O)(=O)Nc2ccc(S(=O)(=O)N3CCCCC3)cc2)cc1
[15] O=C(Nc1ccccn1)c1ccc(C(=O)c2ccccc2)cc1
Assay by compound	11	12	13	14	15
MOR-DOR ag	-2.9	1.2	0.1	-2.2	-0.6
Pemphigus Ab inh	102	97	96	/	97
PfHsp90 yeast 2	6	5	-2	19	-3
PKA-R1A activ	-9	2	8	-10	-10
Ecoli viability	1.1	0.2	-1.0	-1.1	1.8
OPRM1-OPRD1 inv	15	-8	-1	9	3
AddAB inh	3.7	0.2	-2.1	1.3	0.0
HTR5A inv ag	-5	-18	-1	5	6
HTR5A ag	-3	-3	1	-2	-11
Mot1-301 SUMO	-5	-11	3	-13	-7
phage Ecoli inh	2.5	3.5	-0.6	0.5	3.5

[16] Cc1ccc(OCCn2ncc3ccccc3c2=O)c(C)c1
[17] COc1ccc2[nH]c3c(NCCN4CCCCC4)ncnc3c2c1
[18] Brc1nc(-c2ccccc2)nc(-c2ccccc2)c1Br
[19] COc1ccc(C(CNC(=O)c2ccc(N3CCCC3=O)cc2)N2CCCC2)cc1 (configuration not stated)
[20] COc1ccccc1N1CCN(C(=O)CN(c2cc(C)cc(C)c2)S(C)(=O)=O)CC1
Assay by compound	16	17	18	19	20
MOR-DOR ag	-1.6	-0.9	/	-1.7	-1.7
Pemphigus Ab inh	102	101	103	123	104
PfHsp90 yeast 2	1	16	/	-25	-12
PKA-R1A activ	-11	-5	/	4	1
Ecoli viability	-0.6	-0.8	-3.1	1.4	-1.6
OPRM1-OPRD1 inv	7	5	/	7	10
AddAB inh	-0.3	2.5	0.9	2.1	2.5
HTR5A inv ag	-1	-2	/	-20	-10
HTR5A ag	0	-2	/	7	-3
Mot1-301 SUMO	-7	0	-5	9	-2
phage Ecoli inh	2.8	/	0.2	1.8	0.8

[21] Cc1ccc(C(=O)N2CCc3ccccc32)cc1C
[22] COc1ccc(-n2c(Cc3cccn3C)nnc2SCC(=O)Nc2ccccc2C)cc1
[23] CC12CCC(C(=O)NCCN3CCCCC3)(CC1=O)C2(C)C (configuration not stated)
[24] Oc1c(Cl)cc(Cl)cc1C=Nc1ccc(Br)cc1
[25] COCCCn1c(SCC(=O)NC2CCCC2)nnc1-c1cccs1
Assay by compound	21	22	23	24	25
MOR-DOR ag	-1.2	-2.6	2.7	0.8	1.7
Pemphigus Ab inh	112	115	123	103	119
PfHsp90 yeast 2	-4	10	-19	20	-7
PKA-R1A activ	1	-3	-8	0	2
Ecoli viability	/	0.0	-3.0	2.2	0.4
OPRM1-OPRD1 inv	6	13	-16	-5	-14
AddAB inh	/	2.2	1.8	1.0	3.7
HTR5A inv ag	10	10	-2	-17	-20
HTR5A ag	-1	-4	-1	-4	1
Mot1-301 SUMO	/	-10	-3	38	99
phage Ecoli inh	2.3	2.3	0.6	0.8	-0.6

[26] CCOC(=O)N1CCN(CC(=O)Nc2ccc([N+](=O)[O-])cc2C(=O)Nc2ccccc2F)CC1
[27] Cc1ccc(CNC(=O)c2ccc(CS(=O)Cc3cccc(Cl)c3)o2)cc1 (configuration not stated)
[28] CCOc1cccc2sc(=NC(=O)CCS(=O)(=O)c3ccc(F)cc3)n(C)c12
[29] Cc1ccc(NC(=O)CC(NC(=O)c2ccccc2Cl)c2ccccc2)nc1 (configuration not stated)
[30] Cc1ccc(OCn2c(=O)sc3ccccc32)cc1
Assay by compound	26	27	28	29	30
MOR-DOR ag	-1.7	-0.8	-4.1	-2.8	3.1
Pemphigus Ab inh	85	114	/	/	102
PfHsp90 yeast 2	-8	-19	0	-2	-21
PKA-R1A activ	-4	-10	0	-2	2
Ecoli viability	-0.1	-0.5	1.9	0.2	0.2
OPRM1-OPRD1 inv	9	4	20	11	-16
AddAB inh	1.8	4.7	1.2	0.9	0.2
HTR5A inv ag	-1	0	12	-6	-5
HTR5A ag	-1	2	5	2	1
Mot1-301 SUMO	5	-22	-3	0	-13
phage Ecoli inh	4.1	5.5	4.1	4.4	/

[31] COc1ccc(NC(=O)NC2CCCCCCC2)cc1OC
[32] CC(C)Oc1ccc(C(=O)NNC(=O)c2ccccc2C(=O)O)cc1
[33] Cc1ccc([N+](=O)[O-])cc1S(=O)(=O)Nc1cccc(S(=O)(=O)Nc2ccccc2C(=O)O)c1
[34] CC(=O)Cn1ncc(N2CCCCC2)c(Cl)c1=O
[35] Cn1nc(C(C)(C)C)c(NC(=O)c2ccc(F)cc2)c1C(C)(C)C
Assay by compound	31	32	33	34	35
MOR-DOR ag	-0.8	-1.9	-2.5	-1.7	-0.9
Pemphigus Ab inh	105	92	108	87	/
PfHsp90 yeast 2	-4	5	2	-7	-9
PKA-R1A activ	7	10	3	3	-3
Ecoli viability	0.7	0.7	-0.9	-2.5	-3.0
OPRM1-OPRD1 inv	5	9	11	8	4
AddAB inh	0.3	-1.0	0.5	-0.2	-0.6
HTR5A inv ag	-42	13	-24	3	3
HTR5A ag	-3	-5	10	4	-2
Mot1-301 SUMO	1	-2	12	10	8
phage Ecoli inh	-3.3	1.7	-0.8	1.7	4.6

[36] CCC(C)c1ccc(NC(=S)NCc2ccccn2)cc1 (configuration not stated)
[37] CC1CN(C(=O)c2cc3c(=O)n4ccccc4nc3n2C)CC(C)O1 (configuration not stated)
[38] CC(Oc1ccc(Cl)cc1)C(=O)N(C)CC(=O)Nc1ccc(N2CCOCC2)cc1 (configuration not stated)
[39] C=CCn1c(SC(CCO)C(=O)NCc2ccco2)nc2sc3c(c2c1=O)CCC3 (configuration not stated)
[40] COc1cc(/C=N/N=C2/NC(=O)C(Cc3ccccc3)S2)ccc1O (configuration not stated)
Assay by compound	36	37	38	39	40
MOR-DOR ag	-0.8	-3.8	-3.1	-2.8	-1.3
Pemphigus Ab inh	104	105	105	/	95
PfHsp90 yeast 2	19	2	-30	-12	-19
PKA-R1A activ	-10	-9	-6	-11	2
Ecoli viability	1.9	-1.8	-0.3	0.2	1.0
OPRM1-OPRD1 inv	4	20	16	14	6
AddAB inh	-3.3	-2.8	6.8	-0.3	4.2
HTR5A inv ag	6	5	7	2	-6
HTR5A ag	1	-4	3	-1	-1
Mot1-301 SUMO	7	-7	1	-5	-8
phage Ecoli inh	1.8	4.2	0.7	-0.8	2.2

An excerpt of these results, with values under each structure.
Results follow in this order: MOR-DOR ag | Pemphigus Ab inh | PfHsp90 yeast 2 | PKA-R1A activ | Ecoli viability | OPRM1-OPRD1 inv | AddAB inh | HTR5A inv ag | HTR5A ag | Mot1-301 SUMO | phage Ecoli inh
(40) COc1cc(/C=N/N=C2/NC(=O)C(Cc3ccccc3)S2)ccc1O (configuration not stated)
→ -1.3 | 95 | -19 | 2 | 1.0 | 6 | 4.2 | -6 | -1 | -8 | 2.2
(36) CCC(C)c1ccc(NC(=S)NCc2ccccn2)cc1 (configuration not stated)
→ -0.8 | 104 | 19 | -10 | 1.9 | 4 | -3.3 | 6 | 1 | 7 | 1.8

Next entries follow.
[41] CCSC1=N/C(=C\c2ccc(-c3ccccc3[N+](=O)[O-])o2)C(=O)S1
[42] COc1ccc(OCc2cc(C(=O)N3CCN(CC4CC4)CC3)no2)c(Cl)c1
[43] O=C(NNC(=O)c1c(O)c2ccccc2[nH]c1=O)c1ccccc1
[44] CC(C)N(C(=O)Cn1c(-c2ccccc2Cl)nc2ccccc21)c1ccccc1
[45] COc1ccc(C(=O)N2CCN(c3ccccc3)CC2)cc1S(=O)(=O)N1CCOCC1
[46] Cc1c(NC(=O)OC(C)C)sc(=S)n1C
[47] COCCC(=O)N1CCC(Oc2ccc(C(=O)NCCC3=CCCCC3)cc2)CC1
Assay by compound	41	42	43	44	45	46	47
MOR-DOR ag	2.5	-1.2	-3.0	/	-1.7	-1.1	-1.7
Pemphigus Ab inh	97	135	107	99	106	95	97
PfHsp90 yeast 2	4	-5	10	-40	10	11	-4
PKA-R1A activ	10	-15	9	-18	9	10	8
Ecoli viability	-3.8	-0.2	-4.3	-0.6	-0.1	1.2	1.1
OPRM1-OPRD1 inv	-11	6	16	/	11	6	9
AddAB inh	1.7	5.2	-1.2	0.5	1.7	1.9	1.4
HTR5A inv ag	3	-8	-32	/	-21	1	-2
HTR5A ag	0	2	6	/	4	1	1
Mot1-301 SUMO	-4	1	-16	8	9	-5	-3
phage Ecoli inh	2.4	2.5	-1.6	3.3	1.5	-0.9	3.6
